PostGolgi yeast – phenotypic screen on post-Golgi transport, primary screen | post-Golgi transport phenotypic cell assay | inhibition, % at 10 µM | actives 0.9% (n = 98,000) | AID 739, 2007;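 further: yeast cells grown in 1536-well plates; yeast grown about 18 h at 30C before absorbance read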
S1P2 antag – human S1P2 receptor antagonists, primary screen, cell-based | cell-based S1P2 antagonist assay, inhibition at 5 uM | Sphingosine 1-phosphate receptor 2 (Homo sapiens), O95136 | AID 736, 2007 | actives 0.21% (n = 97,000) | inhibition, % at 5 µM; in the data active means inhibition above about 45%;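 further: CRE beta-lactamase reporter cells expressing human S1P2 stimulated with S1P; 0% = agonist at EC80 alone and 100% = agonist plus reference antagonist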
Target sequence (O95136 whole entry, looked up): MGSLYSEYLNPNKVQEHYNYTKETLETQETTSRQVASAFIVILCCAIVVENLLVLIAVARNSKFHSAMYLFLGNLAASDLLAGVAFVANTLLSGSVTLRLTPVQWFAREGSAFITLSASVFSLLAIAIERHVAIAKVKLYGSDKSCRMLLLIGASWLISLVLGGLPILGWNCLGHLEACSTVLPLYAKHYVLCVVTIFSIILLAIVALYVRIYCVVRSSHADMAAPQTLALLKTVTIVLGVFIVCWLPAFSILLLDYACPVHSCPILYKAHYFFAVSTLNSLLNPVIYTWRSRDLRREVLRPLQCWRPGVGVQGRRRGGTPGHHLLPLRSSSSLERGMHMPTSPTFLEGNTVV
CYP2C19 act – human CYP2C19 activators, primary screen, biochemical, luminescence; Cytochrome P450 2C19 (Homo sapiens), P33261; 96,000 tested, under 10 active; recombinant CYP2C19, luciferin-H EGE luminescence; active compounds read high; 0 = fully inhibited enzyme, 1 = untreated enzyme; AID 1025, 2008; activation factor at 5 µM;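 active means activation factor of at least 2 at 5 µM in the primary screen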;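 further: 0 = wells with 2.5 mM tranylcypromine and 1 = vehicle-only wells; values of inactives mirror those of a sister screen read the other way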
Target sequence (P33261 whole entry, looked up): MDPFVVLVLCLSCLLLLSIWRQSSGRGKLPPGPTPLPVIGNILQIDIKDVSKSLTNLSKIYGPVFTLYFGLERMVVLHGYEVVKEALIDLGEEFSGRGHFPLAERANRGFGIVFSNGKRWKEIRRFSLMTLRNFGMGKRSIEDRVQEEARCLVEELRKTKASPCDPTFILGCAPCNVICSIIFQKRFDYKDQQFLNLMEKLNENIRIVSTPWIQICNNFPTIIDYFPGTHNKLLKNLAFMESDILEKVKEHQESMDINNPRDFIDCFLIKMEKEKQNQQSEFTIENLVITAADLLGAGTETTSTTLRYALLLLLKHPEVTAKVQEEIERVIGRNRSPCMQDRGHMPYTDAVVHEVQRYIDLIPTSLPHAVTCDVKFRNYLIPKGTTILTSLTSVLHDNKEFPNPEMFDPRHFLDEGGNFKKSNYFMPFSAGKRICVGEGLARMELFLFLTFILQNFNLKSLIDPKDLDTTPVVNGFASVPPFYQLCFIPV
S1P2 agonist – S1P2 receptor agonists, primary screen, cell-based; activation, % at 4.5 µM; actives 0.46% (n = 97,000); AID 729, 2007; S1P2-expressing cell line, agonist reporter read-out; in the data active means activation above about 16%;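 further: 0% = vehicle low control and 100% = maximal reference agonist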
CYP2C19 inh – blockers of cytochrome P450 2C19 activity – biochemical, luminescence, ADME assay, primary screen. P33261. CYP2C19 Supersomes, luciferin-H EGE luminescence, 30 min. AID 778, 2007. actives 21% (n = 96,000). inhibition, % at 5 µM;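 active means CYP2C19 inhibition above a set limit at 5 µM in the primary screen, cut at about 50% in these data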;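 further: plate controls were negative control wells for no effect and 2.5 mM tranylcypromine positive control for full effect; values of inactives mirror those of a sister screen read the other way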
PostGolgi ctrl – growth inhibition of yeast control strain, primary screen, counter-screen for post-Golgi transport modulator project. efflux-deficient yeast background strain, growth absorbance A615, 16 h. inhibition, % at 10 µM. actives 5% (n = 98,000). AID 738, 2007
sEH inh – soluble epoxide hydrolase inhibitors, primary screen, biochemical, human sEH | Bifunctional epoxide hydrolase 2 (Homo sapiens), P34913 | recombinant human sEH enzymatic activity assay | inhibition, % at 2 µM | actives 0.34% (n = 91,000); in the data active means inhibition above about 80%; further: values of inactives mirror those of a sister screen read the other way; many of its hits are not listed in these tables
sEH act – soluble epoxide hydrolase activators, primary screen, biochemical, human sEH; Bifunctional epoxide hydrolase 2 (Homo sapiens), P34913; purified human sEH enzymatic activity, activator screen; activation, % at 2 µM; actives 0.04% (n = 91,000); AID 717, 2007; in the data active means activation above about 37%; further: values of inactives mirror those of a sister screen read the other way
hDAT+cocaine – changed hDAT dopamine uptake under cocaine IC80, either direction, primary screen, cocaine antagonist project, cell-based, LLC-PK1 hDAT, [14C]-dopamine uptake, MLSMR; Sodium-dependent dopamine transporter (Homo sapiens), Q01959; LLC-PK1 hDAT cells, [14C]-dopamine uptake with cocaine IC80; actives deviate in either direction; B-score at 10 µM; actives 1.3% (n = 110,000); AID 449768, 2010;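 active means Z score or B-score, a plate-position-corrected score, falls beyond the plate's 99.7% confidence bounds, in either direction; inactive means both scores lie inside the 99.7% bounds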;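 further: scored against the spread of the other compound wells on the same plate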
Starred values were filed as active, the others as inactive; · = not tested or not shown. Unless noted, no stated cut-off is given here; in the data, active means inhibition above about 30%; inactive means the rest.

SMILES	PostGolgi yeast	S1P2 antag	CYP2C19 act	S1P2 agonist	CYP2C19 inh	PostGolgi ctrl	sEH inh	sEH act	hDAT+cocaine
COC(=O)C1=C(C)NC(C)=C(C(=O)OC)C1c1ccc(OC(=O)c2ccco2)cc1	-5	8	0.9	-5	12	4	21	-21	-0.15
CC(C)NC(=O)NC(=O)CSc1nnc(COc2ccccc2F)n1C(C)C1CC2CCC1C2 (centres undefined)	2	14	0.8	-9	20	14	14	-15	2.6*
COc1ccc(N2CCN(C(=O)C3COc4ccccc4O3)CC2)cc1 (centres undefined)	-2	-22	0.5	-5	50	23	-15	12	-0.051
COc1ccc(OC)c(S(=O)(=O)n2nc(-c3ccccc3)cc2N)c1	3	6	0.8	-1	24	11	-6	5	-0.34
CN1CCC(OC(=O)c2ccc(Br)cc2)CC1	·	-1	·	0	·	·	-12	13	0.67
CC(=O)c1cc(F)c(N2CCN(C(=O)COc3ccccc3F)CC2)cc1C	·	10	·	-4	·	·	-6	4	-1.2
CCc1cc(C(=O)N2CCOCC2)c(NC2=NS(=O)(=O)c3ccccc32)s1	-2	·	0.7	·	25	15	·	·	0.94
COc1cc(/C=N/NC(=O)CNC(=O)c2ccc3c(c2)OCCO3)ccc1O	4	14	·	-4	·	-2	-5	2	1.8
CCn1c(-c2ccccc2Cl)nn(CC(=O)Nc2ccccc2OC)c1=S	0	9	0.1	-2	91*	-1	13	-10	-0.016
O=C(NC1CCSC1=O)c1ccc(Oc2ccc(F)cc2)nc1 (centres undefined)	8	17	1	-4	-5	-3	-13	12	-0.037
COc1ccc(/C=C(/NC(=O)c2ccccc2)C(=O)N/N=C/c2ccc3c(c2)OCO3)cc1OC	-12	7	0.6	-14	40	2	2	-1	0.52
Cc1cc2nc(C3CCCN(C(=S)Nc4ccccc4)C3)[nH]c2cc1C (centres undefined)	2	17	1.1	-2	-5	0	5	-2	0.41
CCc1cccc(NC(=O)Cn2c(=O)oc3cc(S(=O)(=O)N4CCOCC4)ccc32)c1	-4	-13	0.9	-3	12	-11	11	-12	0.92
C=CCNC(=O)C1CC(=O)N(c2ccc(OCC(=O)Nc3ccc(Cl)c(C(F)(F)F)c3)cc2)C1 (centres undefined)	-9	-16	1	-4	4	-2	13	-14	-0.49
CC(C)c1ccc(/C=c2\sc3nc(-c4ccncc4)nn3c2=O)cc1	11	-18	0.7	-5	27	15	-2	4	-0.0092
Cc1ccccc1Cn1ccc(NC(=O)c2cc3nc(-c4ccco4)cc(C(F)(F)F)n3n2)n1	1	7	0.5	-8	50*	0	-15	16	0.33
CC(=O)CSc1ncnc2c1oc1ccccc12	3	-13	0.7	-3	26	9	5	-7	0.29
C=CCc1c(C)nc(SC)nc1Nc1ccccc1	·	-14	·	-5	·	·	8	-3	0.81
COc1ccc(-c2cn3cccnc3n2)cc1NC(=O)CC(C)C	-21	-12	0.9	-2	7	14	-12	11	-0.069
Cc1ccc(-n2c(N)c(C(=O)NCc3ccco3)sc2=S)cc1	-3	13	0.9	-4	11	22	-2	6	-0.31

A few values from the list:
In CYP2C19 inh, C=CCNC(=O)C1CC(=O)N(c2ccc(OCC(=O)Nc3ccc(Cl)c(C(F)(F)F)c3)cc2)C1 (centres undefined) is entered as 4
In CYP2C19 inh, Cc1ccccc1Cn1ccc(NC(=O)c2cc3nc(-c4ccco4)cc(C(F)(F)F)n3n2)n1 is entered as 50*

An excerpt of the results above, for reference:
SMILES	PostGolgi yeast	S1P2 antag	CYP2C19 act	S1P2 agonist	CYP2C19 inh	PostGolgi ctrl	sEH inh	sEH act	hDAT+cocaine
COc1ccc(/C=C(/NC(=O)c2ccccc2)C(=O)N/N=C/c2ccc3c(c2)OCO3)cc1OC	-12	7	0.6	-14	40	2	2	-1	0.52
Cc1cc2nc(C3CCCN(C(=S)Nc4ccccc4)C3)[nH]c2cc1C (centres undefined)	2	17	1.1	-2	-5	0	5	-2	0.41

(next part)
SMILES	PostGolgi yeast	S1P2 antag	CYP2C19 act	S1P2 agonist	CYP2C19 inh	PostGolgi ctrl	sEH inh	sEH act	hDAT+cocaine
CCc1c(C)[nH]c2ccccc2c1=O	13	·	1.1	·	-14	11	·	·	0.4
OCn1ncn(-c2ccccc2)c1=S	-4	9	0.9	-5	11	-10	-6	6	-0.83
Cc1ccc2[nH]c(=O)c(CN(CCc3ccccc3)Cc3nnnn3CC3CCCO3)cc2c1 (centres undefined)	1	22	·	-5	·	10	-10	8	0.84
CN=c1scc(C)n1/N=C/c1ccc(O)cc1	0	1	1.1	-1	-10	1	7	-5	0.36
CC(NS(C)(=O)=O)C(c1cccs1)N1CCN(c2ccccc2)CC1 (centres undefined)	·	13	·	-2	·	·	7	-4	0.018
COc1ccc2c(CC(=O)N3CCN(S(=O)(=O)c4cccs4)CC3)coc2c1	-3	-16	0.1	-6	90*	7	6	-4	0.5
CC(C)OCP(=O)(c1ccccc1)c1ccccc1	8	10	1	-2	0	17	1	0	0.5
COc1ccccc1C(=O)Nc1ccc(CN2CCCCC2)cc1	-1	-5	1.2	-5	-19	-2	-1	1	-0.044
COc1cccc(-n2c(SCC(=O)NC(C)(C)C)nnc2-c2ccoc2C)c1	-3	-5	0.3	-10	73*	2	-2	3	0.37
COC(=O)c1cccc(S(=O)(=O)N2CCOCC2)c1	6	-9	1	1	4	0	8	-6	0.0095
COc1ccc(NC(=O)c2nnn(Cc3cccc(F)c3)c2N)c(OC)c1	-18	11	0.8	-5	18	11	-7	8	-1.6
COC(=O)c1ccc(NC(=O)COc2ccc(S(=O)(=O)NC(C)C)cc2)cc1	-3	3	1.1	-3	-10	0	12	-8	-0.27
CC(CCc1ccccc1)NC(=O)c1ccc(C(=O)NC(C)CCc2ccccc2)cc1 (centres undefined)	2	35	0.9	-6	10	-8	6	-4	·
Cc1cccc(-c2noc(CN(C)S(=O)(=O)c3cc(Cl)ccc3Cl)n2)c1	-8	-23	0.6	0	40	13	-10	14	-0.34
CCCCc1nc(N2CCOCC2)c(C#N)c2c1COC(C)(C)C2	0	-11	0.1	-2	87*	17	6	-6	0.13
Cc1nn(C(C)C(=O)N2CCCCC2)c(=O)c2c1sc1ccccc12 (centres undefined)	11	20	0.7	-4	35	23	-6	5	·
O=c1c2ccccc2ncn1C1CCCCC1	-18	-8	1.1	-3	-8	18	3	-2	1
COc1ccccc1N1CC(O)=C(c2nc3ccccc3c(=O)[nH]2)C1=N	1	-23	0.7	-6	30	18	-5	6	2.4
Cc1ccccc1-c1nc(Cc2ccc(Cl)cc2)no1	0	4	1	-3	-4	6	-7	10	-0.043
Cc1ccccc1CN1CCNC1=O	3	-13	0.8	-7	22	0	11	-8	0.3
O=C(NC1(C(F)(F)F)C(=O)Nc2c1c(=O)[nH]c(=O)n2Cc1ccccc1)c1ccc(Cl)cc1 (centres undefined)	0	23	1	-5	1	-1	7	-5	-0.17
O=S(=O)(NCCSc1ccccc1)c1ccc2c(c1)OCCO2	8	-12	0.1	2	87*	13	1	-3	0.62
CCOc1ccc2c(c1)n(CO)c(=S)n2CO	-6	8	0.9	-4	9	20	3	-2	0.56
CC(=O)Nc1nonc1-c1ccccc1	8	1	1.1	-1	-8	8	-11	11	-0.4
CCOC(=O)c1sc(=NC(=O)c2ccc(OC)c(OC)c2)n(C)c1C	3	-4	1.2	-14	-15	-2	9	-6	0.52
N#CCCN(C(=O)Nc1ccc(Cl)cc1)c1ccccc1	-1	-1	1	-4	2	-10	3	0	-0.17
CCOC(=O)N1CCN(C(=O)COc2ccc(S(=O)(=O)NCc3ccccc3)cc2)CC1	5	17	1	-4	-4	9	-19	20	-1.4
CNc1nc2c(c(=O)[nH]c(=O)n2C)n1CCOC	10	-9	0.9	-2	6	-4	4	-2	-0.057
O=C(NC1CCCCC1)C(c1cccs1)N(CC1CCCO1)C(=O)c1csnn1 (centres undefined)	-4	8	1	-5	-3	1	4	-2	-0.022
O=C(CSc1nnc(-c2ccco2)n1-c1ccccc1)NCc1ccc2c(c1)OCO2	-4	3	0.5	0	47	0	14	-12	-0.39
COc1cccc(C(=O)CSc2nc3ccccc3n2CC(=O)N(C(C)C)C(C)C)c1	·	-22	·	-7	·	·	2	3	-0.77
CCn1c(SCC(=O)Nc2ccc(S(=O)(=O)Nc3onc(C)c3C)cc2)nnc1-c1ccccc1	4	3	0.8	-2	16	14	12	-11	-0.063
c1nnc2c3c4c(sc3ncn12)CCC4	-4	·	1	·	1	21	·	·	-0.66
CCOC(=O)COc1ccc2c(c1)C(=O)CC1(CCN(C(C)=O)CC1)O2	-16	15	1.1	-10	-7	4	9	-10	-0.29
COc1ccc(Cc2nnc(SC)[nH]c2=O)cc1	-2	-20	1	1	-4	-1	1	0	-1
Cc1ccc(F)cc1NC(=O)Cc1ncc(C(F)(F)F)cc1Cl	5	21	0.5	-5	51*	12	·	·	0.33
CCOC(=O)c1c(COc2ccccc2)oc2ccc(O)cc12	2	-19	0.8	-4	20	25	-7	5	0.61
CC(C)(C)NC(=O)CN(C(=O)CSc1nnc(COc2ccccc2)o1)c1cccc(F)c1	11	-6	0.9	-5	15	-1	-7	8	-0.89
O=C(COc1c(Br)cc(Br)c2cccnc12)N1CCc2ccccc2C1	-7	7	1	-5	3	67*	0	0	-0.5
Nn1c(SCC(=O)N2CCN(S(=O)(=O)c3ccc(Cl)cc3)CC2)nnc1-c1cccs1	16	-12	0.6	-6	36	3	-8	8	0.92
CCOC(=O)c1ccc(N2CC(O)=C(c3nc4ccccc4c(=O)[nH]3)C2=N)cc1	-5	-3	0.6	0	41	1	-2	6	0.85
CCCn1c(O)c(CN2CCCC(C)C2)c(C)c(C#N)c1=O (centres undefined)	1	34	1.1	-8	-13	10	2	-3	0.022
CC(Nc1ncnc2nc[nH]c12)c1ccccc1 (centres undefined)	-5	·	1.2	·	-17	6	·	·	-0.57
Cc1ccnc(SCCn2c(N3CCOCC3)nc3c2c(=O)[nH]c(=O)n3C)n1	·	9	·	-3	·	·	-22	21	-0.42
Cc1ccc(NC(=O)N2CCC(=O)N2)cc1	24	4	1.1	-1	-10	-2	6	-3	-1.1
N#C/C(C(=O)N1CCOCC1)=C1\Nc2ccccc2S1	-7	0	0.9	0	5	11	9	-8	0.65
CCCN(CCO)Cc1ccc(Br)cc1	-3	4	0.9	0	12	10	-1	1	0.21
CCCC(=O)c1c(NC(C)C)cc(C)oc1=O	4	·	0.9	·	8	4	·	·	1.3
COc1cc(NC(=O)Cn2nnc(-c3ccncc3)n2)cc(OC)c1	26	-1	0.1	-7	89*	0	12	-12	0.33
COc1ccc(OC)c(S(=O)(=O)NCCC2=CCCCC2)c1	18	3	0	-3	100*	4	4	-1	0.92
Remaining list, next part:
SMILES	PostGolgi yeast	S1P2 antag	CYP2C19 act	S1P2 agonist	CYP2C19 inh	PostGolgi ctrl	sEH inh	sEH act	hDAT+cocaine
O=C(Nc1cccc2ccccc12)c1ccc(Cn2cc(Cl)cn2)cc1	-19	-1	0.9	-12	15	39*	-3	4	0.11
CCOC(=O)/C(=N/Nc1ccc(Cl)cc1)S(=O)(=O)c1ccc(Cl)cc1	-5	1	0.9	-7	8	0	-16	19	0.032
Cn1c(SCC(=O)N2CCN(c3ccccc3)CC2)nnc1-c1ccccc1	5	12	1	-3	1	9	-6	9	0.009
COc1cc(C)c(C)cc1S(=O)(=O)N1CCCCC1c1cccnc1 (centres undefined)	-5	20	0.2	-1	81*	4	-2	6	0.42
CCOC(=O)CN1CC23C=CC(O2)C(C(=O)NC2CCCCCC2)C3C1=O (centres undefined)	-7	14	1	-5	1	·	-1	3	-0.7
CC(C)OC(=O)CSc1nnnn1-c1ccc2c(c1)OCCO2	-5	-6	0.3	-5	75*	3	-6	3	0.98

Assay outcomes: PubChem BioAssay, several laboratories
